CSM14.1 death rescue = protection against thapsigargin-triggered cell killing – 384-well, CSM14.1, ATP luminescence, primary screen (AID 1222). CSM14.1 thapsigargin-induced death rescue, ATP luminescence; higher % means a stronger effect. cellular ATP content (survival), % at 20 µM; hits with a dose series show EC50 in µM. 190,000 tested, under 10 active;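 active = EC50 below 50 µM in the dose-response confirmation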;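 also: death triggered by thapsigargin at about 15 µM added after 2 h compound pretreatment; cell ATP read after overnight thapsigargin exposure of roughly 18 to 22 hours; normalized against plate controls of thapsigargin alone and 5% DMSO vehicle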
PMI inhibition = MPI inhibition at elevated mannose 6-phosphate – biochemical, fluorescence intensity, high mannose 6-phosphate, primary screen (AID 1220); 190,000 compounds, 0.66% hits; inhibition, % at 20 µM, or IC50 in µM where a hit was titrated; recombinant PMI enzyme, coupled fluorescence intensity; higher % means a stronger effect
P. falciparum M17LAP = P. falciparum M17LAP inhibitors, primary screen, biochemical, fluorogenic H-Leu-NHMec substrate, 1536-well (AID 1619); recombinant M17LAP, H-Leu-NHMec fluorogenic kinetic assay; higher % means a stronger effect; inhibition, % at 30 µM, or IC50 in µM where a hit was titrated; 220,000 compounds, 0.38% hits;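 active = compound inhibiting the enzyme by more than half at any dose during confirmatory dose-response retesting; inconclusive = strong single-dose inhibitors picked by rank but not retested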;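 also: plate controls were full reaction with DMSO carrier for no effect and no enzyme background for full effect; strong numbers were not always called active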
XIAP displacement = small molecules displacing peptide from XIAP – biochemical, IAP family, fluorescence polarization (AID 1018) | displacement, % at 20 µM; hits with a dose series show IC50 in µM | 200,000 compounds, 0.007% hits | XIAP BIR domain, fluorescence polarization peptide displacement; higher % means a stronger effect; in the data active = displacement above about 50%; also: a part of the inactive calls stands beside numbers as strong as those of hits
LYP phosphatase = inhibitors of LYP phosphatase, biochemical, fluorescence intensity, uHTS (AID 1779); recombinant LYP phosphatase, fluorescence intensity; higher % means a stronger effect; 290,000 compounds, 0.054% hits; inhibition, % at 11.5 µM; hits with a dose series show IC50 in µM;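 also: plate controls were vehicle with enzyme for no effect and no enzyme for full effect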
M1AAP inhibition = P. falciparum M1AAP inhibitors, biochemical, fluorogenic H-Leu-NHMec substrate, 1536-well (AID 1445); recombinant M1AAP, H-Leu-NHMec fluorogenic kinetic assay; higher % means a stronger effect; inhibition, % at 30 µM; hits with a dose series show IC50 in µM; 220,000 compounds, 0.42% hits;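 active = primary inhibition above the hit cutoff, then over 50% inhibition at one or more dose response concentrations, cut at about 23% in these data, passing the limit was not always enough; inconclusive = conflicting primary data, or primary hits not chosen for dose response; inactive = low primary inhibition, or under 50% at every dose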;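 also: plate controls were DMSO full reaction for no effect and no enzyme background for full effect; strong numbers were not always called active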
human PMI inhibition = MPI enzyme activity inhibition – biochemical, fluorescence intensity, coupled assay, primary screen (AID 1209); purified PMI enzyme, coupled fluorescence intensity; higher % means a stronger effect; inhibition, % at 20 µM; hits with a dose series show IC50 in µM; 190,000 compounds, 0.42% hits;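 also: plate controls were DMSO vehicle for no effect and wells lacking substrate for full effect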
Myeloid diff 2 = compounds promoting myeloid differentiation; calls only at 10 µM; 360,000 compounds, 1% hits; ER-HoxA9 myeloid progenitors, lysozyme-GFP differentiation, flow cytometry;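 active = normalized GFP-positive differentiation at or above the plate's own cutoff, the solvent-only control mean plus 3 SD; inconclusive = no clear call, values can overlap the other calls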;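 also: cells exposed to compound for four days before flow analysis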
TNAP activation fold = stimulation of alkaline phosphatase TNAP activity – biochemical, luminescent, no phosphate acceptor, uHTS, primary screen (AID 1001). purified TNAP, luminescent activation assay, no phosphate acceptor; higher activation fold means a stronger effect. activation fold at 20 µM; hits with a dose series show EC50 in µM. 200,000 compounds, 0.03% hits; in the data active = activation fold from about 3, or a potency from the dose series; inactive = the rest, 99 in 100 with activation fold below about 1.6; also: many of its hits are not listed in these tables
Myeloid diff 2 GFP+ MAC1+ % = further read-out of Myeloid diff 2, marked with its call; GFP+ MAC1+ double positive, %; measured here: differentiation confirmed by MAC1 staining
Active calls of the source: *; i = inactive; ? = inconclusive; · = not tested or not shown; + = active, no number. Rule as the data show it, unless noted: active = inhibition above about 50%; inactive = the rest.

SMILES	CSM14.1 death rescue	PMI inhibition	P. falciparum M17LAP	XIAP displacement	LYP phosphatase	M1AAP inhibition	human PMI inhibition	Myeloid diff 2	Myeloid diff 2 GFP+ MAC1+ %	TNAP activation fold
COc1cccc(-n2cnc3sc4c(c3c2=O)CCC4)c1	1.6%	11%	·	-6.4%	-4%	·	8%	i	1.4	1.1
C#CC1(NC(=O)NCCCC)CCCCC1	-1.0%	3%	-3%	-4.4%	1%	4%	-1%	i	0.7	1
CCOC(=O)CSc1nnc(NC(=O)c2cc([N+](=O)[O-])cc([N+](=O)[O-])c2)s1	-2.3%	-4%	?	-0.7%	-1%	16%	-1%	i	0.4	1
C=CCn1c(SCC(=O)c2ccc(Cl)cc2)nnc1-c1ccc2c(c1)OCO2	-3.2%	-1%	12%	-7.6%	-1%	7%	-1%	i	0.4	1
Oc1ccc(/C=N/Nc2ccccc2)cc1	0.8%	-154%	28%	-3.8%	1%	3%	-63%	i	0.4	1.1
CC(=O)N1CCc2cc(S(=O)(=O)NCCC(=O)NCCc3ccccc3)ccc21	-2.1%	13%	1%	1.2%	-1%	4%	8%	i	1.4	1.1
COc1ccc(S(=O)(=O)N(C)C)cc1NCC(=O)Nc1ccc(Br)c(C)c1	1.0%	-8%	0%	-2.8%	3%	1%	-5%	i	0.5	1.1
Cn1c(Cn2nnc3ccccc32)nnc1SCC(=O)NCc1ccc2c(c1)OCO2	3.0%	6%	2%	-7.6%	-10%	-4%	1%	i	1.1	1.2
O=C(O)CCCNC(=O)CCCNC(=O)C(c1ccccc1)c1ccccc1	0.4%	5%	10%	-4.8%	-2%	6%	10%	i	1.2	0.8
CCOC(=O)Cn1nc(C)n(-c2ccc(C)cc2)c1=O	1.1%	-4%	16%	-4.1%	3%	3%	-2%	i	1.1	1.1
CCOc1ccccc1OCCCC(=O)OCC(=O)Nc1cccc(Cl)c1	-1.2%	5%	-3%	41%	-9%	-3%	18%	i	0.0	1.2
COC(=O)c1ccccc1N=Nc1c(C)[nH][nH]c1=O	·	·	3%	·	-7%	7%	·	i	0.1	·
Cc1ccc(Nc2ncnc3sc(C)c(C)c23)cc1	-0.7%	12%	13%	46%	-3%	2%	11%	i	0.6	1.1
Cn1c(CCNC(=O)C2CCCCC2)nc2cc([N+](=O)[O-])ccc21	-2.1%	4%	0%	-6.8%	-6%	-1%	-12%	·	·	1
COc1ccc(/C=N/NC(=O)c2cccc(O)c2)cc1Cn1nc(C)c([N+](=O)[O-])c1C	12%	7%	0%	-6.5%	0%	8%	9%	i	0.1	1.1
Cc1ccc(CCNC(=O)CCc2nc3ccccc3[nH]2)cc1	-2.1%	0%	-7%	-4.0%	-9%	-1%	10%	i	1.5	1.1
CNC(=O)CSCc1c(F)cccc1Cl	-1.5%	2%	11%	-2.2%	-10%	-1%	2%	i	0.7	1.1
Cc1cc(N2CCN(C)CC2)nc2ccc(NC(=S)N3CCN(c4cccc(Cl)c4)CC3)cc12	-1.0%	9%	2%	-2.0%	-21%	4%	-2%	i	0.3	1
COc1ccc(C(=O)Nc2ccccc2NC(=O)c2ccco2)cc1OC	-1.0%	-5%	6%	-7.5%	-6%	3%	1%	i	0.7	1.1
COc1ccc(/C=N\NC(=O)C2C(=O)NCC2c2ccccc2)cc1O (stereo not drawn)	-0.7%	9%	30%	-1.2%	-8%	23%	-16%	i	1.1	1.1
N/C(=N\OC(=O)c1ccc(Cl)c(Cl)c1)c1cccnc1	-3.6%	-1%	6%	-0.2%	-2%	-3%	-2%	i	1.6	1
CC(=O)Nc1ccc(S(=O)(=O)N2CCc3c(Cl)cccc3C2)cc1	0.3%	4%	-5%	-5.3%	-10%	6%	-2%	i	3.9	1.1
Cn1c(N)c(C(=O)CSc2nnc(-c3ccccc3F)n2N)c(=O)n(C)c1=O	·	·	23%	·	-2%	6%	·	i	0.8	·
Cc1ccsc1/C=N/NC(=O)c1ccc2nc[nH]c2c1	-2.2%	11%	20%	-16%	0%	10%	5%	i	0.4	1
Cc1ccc(Oc2ccc(OCC(=O)NC(CC(C)C)C(=O)O)cc2)cc1 (stereo not drawn)	-0.3%	6%	-1%	-2.4%	-3%	2%	5%	i	0.5	1.1
Cc1ccc(NC(=O)C2CCCN2S(=O)(=O)c2ccc3c(c2)n(C)c(=O)c(=O)n3C)c(C)c1 (stereo not drawn)	·	·	-4%	·	3%	9%	·	i	0.5	·
O=C(CSc1nnc(-c2ccco2)o1)N1CCN(c2ccccc2)CC1	-1.1%	-7%	0%	1.6%	1%	13%	-7%	i	0.1	1.1
Cc1ccc(S(=O)(=O)N(c2nc(N(C)C)nc(N(C)C)n2)n2cnnc2)cc1	-1.0%	3%	-4%	-2.6%	3%	2%	4%	i	1.6	1
COC(=O)c1c(-c2ccc(C)cc2)csc1NC(=O)c1c(-c2ccccc2)noc1C	11%	0%	12%	-4.5%	-1%	6%	3%	·	·	1
Cc1cc(/C=C(/C#N)c2nc3ccccc3[nH]2)c(C)n1-c1cc(C(=O)O)cc(C(=O)O)c1	0.5%	43%	43µM*	-4.3%	4%	14%	-9%	i	0.3	1.1
CCC(CC)C(=O)OCC(=O)Nc1cc(OC)c([N+](=O)[O-])cc1C	-4.0%	0%	0%	-5.4%	-6%	4%	15%	i	0.3	1.1
O=C(CSc1ccc2ccccc2c1)Nc1ccncc1	4.0%	-4%	6%	-8.0%	-5%	-3%	-4%	i	0.6	1
CC(C)N(C=O)C1(C(=O)NC2CCCCC2)CCCCC1	·	2%	-5%	-0.4%	-2%	1%	1%	i	1.0	1.1
CC(C)CNc1oc(-c2ccco2)nc1C#N	-0.2%	0%	-34%	-10%	-6%	3%	3%	i	0.7	1
CCN1C(=O)N(CC)C(O)(c2ccccc2)C1(O)c1ccccc1 (stereo not drawn)	3.4%	12%	2%	-7.3%	1%	-4%	13%	i	0.7	1.1
CC(/C=N/NC(=O)c1ccncc1)=C\c1ccco1	-2.4%	46%	17%	0.5%	6%	18%	-1%	i	0.6	1.1
Cc1cc(C)nc(N/N=C2/CCCC/C2=C\c2ccccc2)n1	0.1%	17%	-1%	-9.4%	2%	-1%	16%	i	0.0	1.1
CSc1nc(NCC(C)C)nc(N2CCOCC2)n1	0.3%	0%	7%	-4.7%	-5%	9%	2%	i	1.1	1.1
Cc1ccc(C(=O)Nc2ccc(N3CCOCC3)nc2)cc1	-1.8%	-5%	3%	-5.6%	-7%	11%	-4%	i	1.8	1.1
CCC(C)C(NC(N)=O)C(=O)NC1CCC(C)CC1 (stereo not drawn)	1.5%	-9%	6%	-2.3%	-7%	6%	-10%	·	·	1
COc1ccc(-c2nc3ccccc3c(=O)n2CCCn2ccnc2)cc1	-1.8%	-6%	6%	-4.7%	-4%	4%	-6%	i	1.0	0.7
COCc1cc([C@@H]2C[C@H]3CN(c4ccccc4)C(=O)[C@]34CCCN24)ccc1OC	1.9%	14%	0%	-0.9%	-3%	-1%	14%	?	·	1.1
Cn1c(/C=C/N2CCOCC2)c(C(=O)c2ccc(Br)cc2)c(=O)n(C)c1=O	3.8%	7%	-4%	-8.0%	2%	17%	24%	i	0.3	1.1
O=C1CSC(=S)N1/N=C/C=C/c1ccccc1	-2.8%	8%	55%	-2.5%	-8%	14%	2%	i	0.2	0.9
CC(C)(C)c1cc(C(F)(F)F)c(C#N)c(=O)[nH]1	-3.4%	-4%	-190%	-4.7%	-12%	2%	-1%	i	1.1	1.1
C/C(=C\C(=O)OCC(=O)NCc1ccccc1)C(=O)OCC(=O)NCc1ccccc1	-2.2%	0%	3%	-5.8%	-6%	-2%	6%	i	0.3	1
CCn1cc(C(=O)NCC2CCCO2)c(=O)c2cc(S(=O)(=O)N3CCCCC3)ccc21 (stereo not drawn)	-0.7%	12%	23%	-2.5%	-7%	13%	7%	i	0.8	1.1
COc1ccc(OCC(O)CN(C2CCCCC2)C2CCCCC2)cc1 (stereo not drawn)	1.5%	1%	-1%	-5.0%	-3%	0%	-3%	i	0.2	1.1
Cc1ccc(-c2noc(CSc3nnc(CCc4ccccc4)n3-c3ccccc3)n2)cc1	1.2%	12%	3%	-13%	9%	2%	19%	i	1.1	1.1
COC(=O)c1sc(NC(=O)c2ccco2)nc1C	-1.4%	11%	12%	-1.0%	-8%	18%	9%	i	1.1	1.1
Cc1ccc(Nc2nnc(C)c(=O)[nH]2)cc1	-1.8%	0%	2%	0.5%	-5%	7%	-2%	i	0.3	1
CC(O)CNc1nc2ccccc2n1CC(=O)NCCc1ccc(Cl)cc1 (stereo not drawn)	-0.9%	0%	7%	-2.4%	-9%	15%	-1%	i	1.3	1.1
Cc1cccc(C)c1OCC(=O)Nc1nnc(C2CCCO2)s1 (stereo not drawn)	-3.1%	53%*	-8%	-14%	-6%	2%	8%	i	2.5	1
Cc1nc2ccccc2n1S(=O)(=O)c1ccc(Br)cc1	-0.5%	8%	4%	-1.7%	1%	8%	2%	i	0.7	1.1
Cc1ccc(/C=N/NC(=O)C2=NNC(c3ccccc3)(c3ccccc3)C2)c(O)c1	-1.1%	-17%	9%	-2.2%	7%	5%	-17%	?	·	2.2
Cc1nn(-c2ccccc2)c(N2CCCC2)c1/C=N/NC(=S)Nc1ccccc1F	-0.7%	-13%	3%	-3.5%	5%	5%	-3%	+	4.5*	1.1
CCOc1cc2c3c(c1)C1(C(=O)N3C(C)(C)CC2C)C(C#N)=C(N)N2C(=C1C#N)Nc1ccccc12 (stereo not drawn)	-0.3%	48%	20%	-1.2%	-1%	10%	16%	i	0.3	1
CC1=CC(C)C(CN(CCC[N+](C)(C)C)C(=O)Nc2ccccc2)C(C)C1 (stereo not drawn)	·	·	2%	·	-6%	11%	·	i	0.3	·
CC(=O)C1=C(C)OC2(O)c3ccccc3C(=O)C12O (stereo not drawn)	·	·	2%	·	-7%	-1%	·	i	1.0	·
CS(=O)(=O)N(CC(=O)N1CCOCC1)Cc1ccccc1	-0.8%	5%	0%	-5.4%	-4%	8%	2%	i	13	1.2

Three entries from above, reformatted.
Every second line gives: CSM14.1 death rescue	PMI inhibition	P. falciparum M17LAP	XIAP displacement	LYP phosphatase	M1AAP inhibition	human PMI inhibition	Myeloid diff 2	Myeloid diff 2 GFP+ MAC1+ %	TNAP activation fold
> CCOC(=O)Cn1nc(C)n(-c2ccc(C)cc2)c1=O
→ 1.1%	-4%	16%	-4.1%	3%	3%	-2%	i	1.1	1.1
> CCOc1ccccc1OCCCC(=O)OCC(=O)Nc1cccc(Cl)c1
→ -1.2%	5%	-3%	41%	-9%	-3%	18%	i	0.0	1.2
> COC(=O)c1ccccc1N=Nc1c(C)[nH][nH]c1=O
→ ·	·	3%	·	-7%	7%	·	i	0.1	·

The order is random, and some 2.7% of all compounds hit somewhere here.
